# ASK1 inh: human ASK1 kinase inhibition, primary screen | AlphaScreen MKK6 phosphorylation by ASK1, luminescence | inhibition, % at 7.44 µM | 0.99% of 22,000 active | AID 1159602; in the data active = inhibition above about 35%;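 also: 0% = median of compound wells and 100% = no enzyme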
# ULK1 primary: inhibitors of human ULK1 kinase | O75385 | AlphaScreen Atg13 phosphorylation by ULK1, luminescence | inhibition, % at 5.96 µM | 1.9% of 30,000 active | AID 1259251; in the data active = inhibition above about 43%;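 also: 0% = median of compound wells and 100% = no enzyme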
# Target sequence (O75385 whole entry, looked up): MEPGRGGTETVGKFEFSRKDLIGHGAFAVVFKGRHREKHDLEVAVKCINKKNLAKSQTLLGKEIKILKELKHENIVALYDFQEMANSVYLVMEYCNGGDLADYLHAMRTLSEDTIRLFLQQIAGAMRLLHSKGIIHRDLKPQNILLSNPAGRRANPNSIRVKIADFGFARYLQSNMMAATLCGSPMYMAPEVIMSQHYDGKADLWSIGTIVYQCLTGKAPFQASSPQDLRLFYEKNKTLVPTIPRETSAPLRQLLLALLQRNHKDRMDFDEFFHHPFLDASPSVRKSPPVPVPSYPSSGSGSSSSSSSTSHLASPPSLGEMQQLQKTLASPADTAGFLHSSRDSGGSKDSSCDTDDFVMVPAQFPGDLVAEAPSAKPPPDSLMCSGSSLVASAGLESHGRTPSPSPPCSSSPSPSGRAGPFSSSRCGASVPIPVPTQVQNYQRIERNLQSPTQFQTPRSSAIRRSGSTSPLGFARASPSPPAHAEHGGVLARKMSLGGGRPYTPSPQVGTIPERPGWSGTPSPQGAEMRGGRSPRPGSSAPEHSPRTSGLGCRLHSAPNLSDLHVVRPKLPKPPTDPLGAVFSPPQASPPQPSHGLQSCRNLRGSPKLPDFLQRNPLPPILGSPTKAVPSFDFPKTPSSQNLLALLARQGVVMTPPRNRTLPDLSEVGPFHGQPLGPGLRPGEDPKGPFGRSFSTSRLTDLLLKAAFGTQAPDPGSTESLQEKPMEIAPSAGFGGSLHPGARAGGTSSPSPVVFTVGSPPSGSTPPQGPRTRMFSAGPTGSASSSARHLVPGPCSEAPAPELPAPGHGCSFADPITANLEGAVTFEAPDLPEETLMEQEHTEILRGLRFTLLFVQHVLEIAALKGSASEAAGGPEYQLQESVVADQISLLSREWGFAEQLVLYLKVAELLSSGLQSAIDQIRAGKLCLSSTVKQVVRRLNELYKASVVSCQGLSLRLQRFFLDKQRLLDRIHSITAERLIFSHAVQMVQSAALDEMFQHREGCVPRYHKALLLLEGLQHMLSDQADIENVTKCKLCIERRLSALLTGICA
# * hit, by the source's call; / = no result given. Hits appear at their usual frequency; overall some 2.8% were active at least once.
# The opening 2 records, to show the layout:
item	mol	ASK1 inh	ULK1 primary
1	CC(=O)Nc1ccc(NC(=O)c2csc(NCc3ccc4c(c3)OCO4)n2)cc1	1	24
2	CCOC(=O)c1cnc2ccc(Cl)cc2c1N	/	15

# This part in full, previewed entries included:
item	mol	ASK1 inh	ULK1 primary
1	CC(=O)Nc1ccc(NC(=O)c2csc(NCc3ccc4c(c3)OCO4)n2)cc1	1	24
2	CCOC(=O)c1cnc2ccc(Cl)cc2c1N	/	15
3	COc1cc(Nc2nc(-c3ccc(C(N)=O)cc3)nc3c2ncn3-c2ccsc2)cc(OC)c1OC	1	-7
4	CC(C)n1c(N2CCc3ccccc3C2)nc2c(NCCN3CCOCC3)ncnc21	0	2
5	Cc1ncn(-c2ccc(Nc3nccc(-c4cccc(N5CCOCC5)c4C#N)n3)cc2)n1	2	10
6	O=C(NCc1c(-c2ccccc2)nc2n1CCS2)c1ccc(F)cc1	/	-4
7	C/C(CC(=O)Nc1ccc(N(C)C)cc1)=N\NC(=O)C(=O)Nc1ccccc1	/	3
8	CCC1=NN(C(=O)c2ccccc2[N+](=O)[O-])C(O)(c2ccc(Cl)cc2)C1 (centres undefined)	/	-6
9	CN(C(=O)C1CCCCN1S(=O)(=O)c1ccc(Cl)s1)c1ccccc1 (centres undefined)	/	11
10	CC(C)CCNC(=O)c1cn(C)c2c(=O)n(-c3ccc(F)cc3)c(=O)[nH]c12	/	6
11	Cc1cc(NCc2ccccc2)nc(-c2ccccc2)n1	-14	-15
12	NC(C(=O)N1CC[C@H](C(=O)Nc2ccc3[nH]ncc3c2)C1)c1cccc(Br)c1 (some centres undefined)	-8	2
13	COc1cc(Nc2cc(C)nc(-c3cccc(C(C)=O)c3)n2)cc(OC)c1OC	17	-11
14	Cc1nc(-c2cncc(-c3ccccc3)c2)cc(N(C)Cc2ccccc2)n1	/	-19
15	CCN(CC)C(=O)C1CCCN(c2nc(Nc3ccccc3)c3ncn(Cc4ccc(C(F)(F)F)cc4)c3n2)C1 (centres undefined)	0	-1
16	O=C(NCc1nc2ccccc2[nH]1)c1ccnc(Nc2ncccn2)c1	0	1
17	Cc1cnc(Nc2ccccc2)nc1NC1CCN(Cc2ccccc2)CC1	9	5
18	O=C(NCc1cccc(C(F)(F)F)c1)c1ccnc(NC2CCN(Cc3ccccc3)CC2)c1	3	-5
19	c1cc(-n2cnc(N3CCOCC3)n2)ccc1Nc1ncc2ccc(N3CCOCC3)cc2n1	0	2
20	CC(=O)Nc1ccc(Nc2cc(N3CCc4ccccc4C3)nc(N)n2)cc1	-11	-9
21	COc1ccc(-c2nc3ncnc(NCc4ccccc4)c3[nH]2)cc1	-3	-6
22	COc1cc(Nc2nc(Nc3ccc4c(c3)OCO4)c3ncn(Cc4ccc(C(F)(F)F)cc4)c3n2)cc(OC)c1OC	33	-9
23	COc1ccc(CN2CCN(c3ccc4[nH]ncc4c3)CC2)cc1	-10	-4
24	OCCCNc1cc(-c2ccccn2)nc(-c2cccnc2)n1	/	2
25	CN1CCN(C(=O)c2ccc(-c3cc(C(N)=O)ccn3)cc2)CC1	4	2
26	O=C(Nc1ccccc1)C1CCN(c2ccc(NCCN3CCOCC3)nn2)CC1	-1	11
27	COc1ccc(CCNc2nc(Nc3ccncn3)nc3c2ncn3Cc2ccc(C(F)(F)F)cc2)cc1	-10	9
28	COc1cc(Nc2nc(Nc3ccc(C(F)(F)F)cc3)nc3c2ncn3CCN2CCCC2=O)cc(OC)c1OC	3	-34
29	COc1ccc(CCNc2nc(N3CCN(Cc4ccc5c(c4)OCO5)CC3)ncc2C)cc1	8	-6
30	COc1cccc(OC)c1C(=O)N[C@@H]1C(=O)N2[C@@H]1SC(C)(C)[C@@H]2C(=O)O	/	10
31	Cc1ccc(-c2cnc(N3CCN(CCO)CC3)nc2)cc1	/	-16
32	CCN(CC)C(=O)C1CCCN(c2nc3c(NCCc4ccc(OC)cc4)ncnc3n2C(C)C)C1 (centres undefined)	-4	-8
33	c1ccc(CNc2cc(-c3ccc(N4CCOCC4)nc3)ncn2)cc1	-7	5
34	O=C1CCCN1CCCNc1ncnc2nc(Nc3ccc(-n4ccnc4)cc3)[nH]c12	0	6
35	Cc1cc(NCCc2ccc(O)cc2)nc(Nc2ccccc2)n1	-5	-12
36	COc1cccc(-c2cnc(NCc3ccc(F)cc3F)n2C)c1	/	-5
37	O=C(O)C1Cc2[nH]cnc2C(c2ccccc2O)N1 (centres undefined)	/	3
38	COc1ccc(/C=N/NC(=O)CC#N)cc1Oc1nc(Cl)ncc1F	/	6
39	CC1CCN(C(=O)CSc2nnc(-c3cccnc3)o2)CC1	/	3
40	NC(=O)c1ccccc1Nc1ccnc(NC(=O)C2CC2)c1	0	4
41	CN1CCN(c2ccc(-c3nc(NCCO)c4ncn(-c5ccccc5)c4n3)cc2)CC1	-2	-5
42	CN(C)CCn1c(C(N)c2ccc(Cl)cc2)nc2cc(F)c(-c3cn[nH]c3)cc21 (centres undefined)	2	3
43	COc1cc(NC(=O)c2cncc(-c3c(C)nn(C)c3C)c2)cc(OC)c1OC	-16	-3
44	CC(C)n1cnc2c(Nc3ccc(N4CCOCC4)cc3)nc(Nc3cccnc3)nc21	-7	49*
45	Cn1c(Nc2nc(NCc3nc4ccccc4[nH]3)c3[nH]cnc3n2)nc2ccccc21	15	-6
46	CC(C)N(CCNc1nc(Nc2cccc(N(C)C)c2)nc2c1ncn2C(C)C)C(C)C	2	5
47	CCN(CC)C(=S)S	/	1
48	O=C(NCCc1ccc(O)cc1)c1cccc(Nc2cnccn2)c1	12	-7
49	Nc1nc(Nc2nccc3ccccc23)cc(NC2CCN(Cc3ccccc3)CC2)n1	-4	-21
50	C(=C\c1ccccc1)/CN1CCOc2ccc(-c3ccncc3)cc21	19	-1
51	COc1cc(Nc2ncnc3c2nc(-c2ccc(N4CCN(C)CC4)cc2)n3C(C)C)cc(OC)c1OC	6	30
52	COc1cc2nc(NCc3cccnc3)nc(Nc3cc(OC)c(OC)c(OC)c3)c2cc1OC	9	-2
53	N#Cc1cccc(-c2ccnc(Nc3ccc(N4CCOCC4)cc3)n2)c1	33	8
54	CCOC(=O)c1ccc(Nc2nc3nonc3nc2Nc2ccc(C(=O)OCC)cc2)cc1	/	6
55	COc1ccc(C2=NOC(=O)/C2=C\c2cccc([N+](=O)[O-])c2O)cc1OC	/	6
56	CC[C@@H](C)[C@H]1O[C@]2(CC[C@@H]1C)C[C@@H]1C[C@@H](C/C=C(\C)[C@@H](O[C@H]3C[C@H](OC)[C@@H](O[C@H]4C[C@H](OC)[C@@H](O)[C@H](C)O4)[C@H](C)O3)[C@@H](C)/C=C/C=C3\CO[C@@H]4[C@H](O)C(C)=C[C@@H](C(=O)O1)[C@]34O)O2	/	0
57	O=C(c1ccncc1)N1CCN(C2CCCCCC2)CC1	/	2
58	Cc1nc(NCCCN2CCOCC2)cc(-c2cncc(-c3ccc(Cl)cc3)c2)n1	/	-1
59	CCOc1ccc2[nH]c(C(=O)O)cc2c1	/	1
60	NS(=O)(=O)c1cc2c(cc1Cl)NC(C(Cl)Cl)NS2(=O)=O (centres undefined)	/	4

# Exported with values under each structure: 6 of the compounds above
# Order of results – ASK1 inh, ULK1 primary
2. CCOC(=O)c1cnc2ccc(Cl)cc2c1N
 : /, 15
42. CN(C)CCn1c(C(N)c2ccc(Cl)cc2)nc2cc(F)c(-c3cn[nH]c3)cc21 (centres undefined)
 : 2, 3
23. COc1ccc(CN2CCN(c3ccc4[nH]ncc4c3)CC2)cc1
 : -10, -4
25. CN1CCN(C(=O)c2ccc(-c3cc(C(N)=O)ccn3)cc2)CC1
 : 4, 2
35. Cc1cc(NCCc2ccc(O)cc2)nc(Nc2ccccc2)n1
 : -5, -12
31. Cc1ccc(-c2cnc(N3CCN(CCO)CC3)nc2)cc1
 : /, -16

# (further entries)
item	mol	ASK1 inh	ULK1 primary
61	COc1ccc(-c2cnc(SCC(=O)Nc3cc(C)ccc3C)n2C)cc1	/	-5
62	COc1ccc(-c2cnc3cccc([N+](=O)[O-])c3c2)cc1	7	5
63	COc1cccc([C@H](C)NC(=O)c2c[nH]c3cc(-c4cn[nH]c4)ccc23)c1	-11	-10
64	Cc1ccc(-c2nc3n(c2CNC(=O)c2ccc(I)cc2)CCS3)cc1	/	3
65	CN(C)CCOc1cc(-c2ccnc(N)n2)ccc1NC(=O)C1COc2ccc(F)cc2C1 (centres undefined)	10	0
66	COc1ccc(-c2ccc(C(=O)NCc3cccc(C(F)(F)F)c3)s2)cc1	-17	0
67	CC(=O)Nc1ccc(S(=O)(=O)Cl)cc1	/	22
68	CN(CCOP(=O)(O)O)C(=N)N	/	-1
69	Cc1cnc(N2CCC(N3CCOCC3)CC2)nc1NCCN(C(C)C)C(C)C	-2	-8
70	COc1cccc(CNC(=O)c2cc3c(-c4cn[nH]c4)cccn3n2)c1	-8	-3
71	Cc1cc2c(C(C)C)c(O)c(O)c(C=O)c2c(O)c1-c1c(C)cc2c(C(C)C)c(O)c(O)c(C=O)c2c1O	/	57*
72	c1ccc(OCCNc2ccnc(-c3ccc(N4CCOCC4)nc3)n2)cc1	-6	-22
73	CC(CNc1nccc(Nc2ccncn2)n1)c1cccs1 (centres undefined)	10	44*
74	CC(C)n1c(-c2ccc(C(=O)N3CCN(C)CC3)cc2)nc2c(N)ncnc21	-4	3
75	CCn1c(C)cc(O)c(C(c2ccc(SC)cc2)N2CCCCC2)c1=O (centres undefined)	/	5
76	COc1cccc(OCC(=O)Nc2ccc(-c3cn[nH]c3)cc2OCCN(C)C)c1	-21	-6
77	COc1ccc(/C=C2/SC(=S)N(CCCC(=O)Nc3cccc(O)c3)C2=O)cc1	/	-25
78	COc1ccc(C(=O)Nc2ccc3c(C)c(C(=O)c4ccccc4)oc3c2)cc1OC	/	7
79	CCN(CC)c1nc(NCCO)nc(N2CCCC2CO)n1 (centres undefined)	-7	9
80	CCN(CC)c1nc(NCCc2ccc(OC)cc2)nc(NCCN2CCOCC2)n1	-14	0
81	FC(F)(F)c1ccc(Cn2cnc3c(NC4CCN(Cc5ccccc5)CC4)nc(Nc4ccc(C(F)(F)F)cc4)nc32)cc1	-8	-38
82	Cc1noc(C)c1-c1nc2ncnc(NCCN(C(C)C)C(C)C)c2[nH]1	-10	-1
83	COc1cn(CC(=O)NCc2ccccc2)c(CN2CCN(C(C)=O)CC2)cc1=O	/	-1
84	O=C(NCCc1ccc(O)cc1)c1cnc(-c2ccccc2)s1	0	-2
85	COc1cc2nc(Nc3cc(OC)c(OC)c(OC)c3)nc(Nc3ccc(N4CCOCC4)cc3)c2cc1OC	48*	-20
86	COc1cc2nc(Nc3cnccn3)nc(NC3CC3)c2cc1OC	2	6
87	COc1cc(OC)nc(Oc2ccccc2C(=O)NC(C)(C(N)=O)C(C)C)n1 (centres undefined)	/	10
88	FC(F)(F)c1ccc(Cn2cnc3c(Nc4ccc(Oc5ccccc5)cc4)nc(N4CCc5ccccc5C4)nc32)cc1	14	-1
89	O=C(Cc1ccccc1)Nc1cnn(-c2cccc(C(=O)N[C@@H]3CCCNC3)c2)c1	-3	5
90	CCN1CCN(Cc2c(C(=O)N/N=C(/C)c3cccs3)nnn2-c2nonc2N)CC1	/	0
91	Nc1cccc(-c2ccc(C(=O)NCc3cccnc3)s2)c1	4	32
92	CC(C)n1cnc2c(NCCc3ccc(O)cc3)nc(-c3ccc(N4CCN(C)CC4)cc3)nc21	32	-5
93	O=C(NCCOc1ccccc1)c1ccc2nc(Nc3ccncc3)sc2c1	5	9
94	c1ccc(OCCNc2nc(-c3ccc(N4CCOCC4)nc3)nc3nc[nH]c23)cc1	1	5
95	O=C(NCCOc1ccccc1)c1ccc2nc(N3CCOCC3)sc2c1	-4	-3
96	C=COC(=O)/C=C/C	/	2
97	CC(C)n1c(N2CCCC2CO)nc2c(NCc3cccc(C(F)(F)F)c3)ncnc21 (centres undefined)	9	-7
98	CCCCCN(CCCCC)C(=O)C(CCC(=O)O)NC(=O)c1ccc(Cl)c(Cl)c1 (centres undefined)	/	-13
99	CC(C)n1cnc2c(NCc3ccccc3)nc(NC3CCN(Cc4ccccc4)CC3)nc21	-2	2
100	CC(C)CN(C[C@@H](O)[C@H](Cc1ccccc1)NC(=O)O[C@H]1CCOC1)S(=O)(=O)c1ccc(N)cc1	/	-7
101	Cc1cccc2nc3c(c(=O)n12)CN(C(=O)c1ccc(C(C)(C)C)cc1)CC3	/	-5
102	O=C(NCCc1ccc(O)cc1)c1ccc2nc(NCc3ccc4c(c3)OCO4)sc2c1	1	-8
103	Cc1c(NC(=O)C2COc3ccccc3O2)ccc(-c2ccncc2)c1C (centres undefined)	-1	-13
104	O=C(NCCCN1CCCC1=O)c1cnc(-c2csc3ccccc23)s1	-15	-6
105	Cc1nn(C)c(C)c1-c1nccc(NCc2cccc(C(F)(F)F)c2)n1	-9	-2
106	CC(C)(C)OC(=O)N1CC[C@H](NC(=O)c2cccc(-n3cc(NC(=O)Cc4ccccc4)cn3)c2)C1	12	-6

# One compound at a time (already shown). Order of screens: ASK1 inh | ULK1 primary
# Cc1cccc2nc3c(c(=O)n12)CN(C(=O)c1ccc(C(C)(C)C)cc1)CC3 is listed as / | -5
# CC(C)(C)OC(=O)N1CC[C@H](NC(=O)c2cccc(-n3cc(NC(=O)Cc4ccccc4)cn3)c2)C1 is listed as 12 | -6
# O=C(NCCCN1CCCC1=O)c1cnc(-c2csc3ccccc23)s1 is listed as -15 | -6
# Cc1c(NC(=O)C2COc3ccccc3O2)ccc(-c2ccncc2)c1C (centres undefined) is listed as -1 | -13

# Assay outcomes: PubChem, The Scripps Research Institute Molecular Screening Center
